VEEV TC-83 Vero: inhibitors of VEEV TC-83 cytopathic effect, confirmation, Vero cells (AID 588727). one-dose inhibition, % at 20 µM; IC50 in µM for titrated hits. hit rate 0.13% among 350,000. Vero cells, VEEV TC-83 cytopathic effect inhibition; higher % means a stronger effect; in the data active means a potency from the dose series; inconclusive means inhibition mostly from about 14% at the one dose, without a potency; inactive means the rest, 99 in 100 with inhibition below about 12%; further: strong numbers were not always called active
influenza NS1A: H1N1 influenza NS1A inhibitors, functional cell based assay (AID 504329); NS1A functional cell-based assay, percent inhibition; higher % means a stronger effect; inhibition, % at 12.5 µM, or IC50 in µM where a hit was titrated; hit rate 0.3% among 340,000; in the data active means a potency from the dose series; inconclusive means inhibition above about 27% without an active follow-up result; further: strong numbers were not always called active
Salmonella PhoP GFP: PhoP regulon inhibitors, Salmonella typhi PhoP promoter GFP reporter, confirmatory (AID 1850). Salmonella Typhi PhoP-promoter GFP reporter, fluorescence, 4 h; higher % means a stronger effect. one-dose inhibition, % at 50 µM; IC50 in µM for titrated hits. hit rate 0.33% among 310,000; in the data active means a potency from the dose series; inconclusive means inhibition mostly from about 25% at the one dose, without a potency; inactive means the rest, 99 in 100 with inhibition below about 19%;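 further: 0% = induced wells with vehicle and 100% = uninduced wells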
M. tuberculosis HTS: M. tuberculosis growth inhibition, HTS (AID 449762). hit rate 0.59% among 330,000. M. tuberculosis H37Rv growth inhibition, 7H9 media; higher % means a stronger effect. one-dose inhibition, % at 25 µM; IC50 in µM for titrated hits; in the data active means a potency from the dose series; inconclusive means inhibition above about 70% without an active follow-up result;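 further: bacterial growth assessed after seven days of incubation; strong numbers were not always called active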
M. tuberculosis: growth inhibition of non-replicating M. tuberculosis (AID 488890) | one-dose inhibition, % at 25 µM; IC50 in µM for titrated hits | hit rate 0.39% among 320,000 | Mycobacterium tuberculosis non-replicating, growth inhibition; higher % means a stronger effect; in the data active means a potency from the dose series; inconclusive means inhibition mostly from about 82% at the one dose, without a potency; inactive means the rest, 99 in 100 with inhibition below about 76%;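 further: plate controls were DMSO cells for no effect and high antibiotic wells for full effect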
VEEV TC-83 Vero 10K pilot screen: also measured in VEEV TC-83 Vero; calls as there; inhibition, %; measured here: 10K pilot screen inhibition
Numbers without * were called inactive; i = inactive; ? = inconclusive; nt = no result given. Outcome played no part in choosing rows, and some 1.4% of all compounds hit somewhere here.

SMILES	VEEV TC-83 Vero	influenza NS1A	Salmonella PhoP GFP	M. tuberculosis HTS	M. tuberculosis	others
CN(c1ccc(Cl)cc1)c1cc(=O)n(C)c2ccccc12	4.5%	4%	9%	6%	45%
CCOC(=O)N1CCN(C(=O)/C=C/c2ccc3c(c2)OCO3)CC1	i	-5%	-2%	-5%	5%
CCCN1CCN(CCCNC(=O)Cn2nc(-c3ccc(Cl)cc3)ccc2=O)CC1	0.8%	4%	-5%	-2%	-17%
CN1CCc2c(sc3c2C(=O)NC(/C=C/c2ccco2)N3)C1 (configuration not stated)	0.7%	6%	15%	-2%	-12%
Cc1nn(-c2ccccc2)c(OC(=O)c2cccs2)c1S(=O)(=O)c1ccc([N+](=O)[O-])cc1	3.6%	26%	-1%	-7%	-8%
CCCCc1ccc(NC(=S)N2CCCC(C)C2)cc1 (configuration not stated)	1.4%	6%	-2%	48%	?
CN(C)c1ccc(/C=N/NC(=O)c2nnn(-c3nonc3N)c2COc2ccc(F)cc2)cc1	0.3%	-6%	0%	6%	-12%
c1ccc(Cn2nnc(CNc3ccccc3)c2-c2c(CNc3ccccc3)nnn2Cc2ccccc2)cc1	1.9%	-8%	4%	1%	6%
O=C(CSc1nc(O)cc(=O)[nH]1)C1CC1	6.9%	0%	-11%	-4%	5%
Cc1ccc(CSc2nnc(-c3ccncc3)n2CC2CCCO2)cc1 (configuration not stated)	1.3%	4%	-5%	1%	-13%
O=S(=O)(Nc1ccccc1)c1ccc2c(c1)CCO2	1.6%	nt	-16%	7%	17%
Cc1ncoc1C(=O)N1CCCC(CCC(=O)NCc2ccc(F)c(F)c2)C1 (configuration not stated)	0.3%	-1%	4%	-8%	0%	VEEV TC-83 Vero 10K pilot screen=0.8
CCC(C)[C@H](N)c1nnc(SCC(=O)Nc2ccc(C)cc2C)o1 (some centres not stated)	0.4%	-3%	0%	-2%	0%
O=C(Nc1ccc(F)cc1F)c1ccc2nc(N3CCOCC3)sc2c1	1.7%	10%	13%	3%	nt
Cc1cc(C)nc(SCC(=O)N2CCc3ccccc32)n1	4.1%	-3%	-7%	-2%	5%
Nc1cc(Cl)cc2c1-c1ccc(Cl)cc1C2O (configuration not stated)	1.5%	-6%	nt	nt	nt
CN1CCN(C(=O)/C(=C/c2ccccc2)c2ccccc2)CC1	i	-5%	2%	0%	-10%
CCCOc1ccc(C(=O)NCCC(=O)NCCCC(=O)OCC)cc1	0.1%	-1%	-4%	4%	14%
CCOC(=O)c1cnc(-n2nc(C)cc2C)nc1Oc1ccccc1F	i	nt	-12%	5%	47%
O=[N+]([O-])c1ccc2c(c1)nc(CO)n2Cc1ccccc1	0.5%	-9%	-5%	1%	-9%
CS(=O)(=O)N(CC(=O)NCc1ccncc1)c1cc(Cl)cc(Cl)c1	0.9%	8%	4%	-6%	-4%
CCOc1ccc(-n2c(C)cc(/C=N/NC(=O)C(N)=O)c2C)cc1	1.1%	1%	-8%	?	41%
C=CCNC(=S)Nc1cc(S(=O)(=O)N2CCOCC2)ccc1-n1cncn1	1.2%	-7%	-8%	-7%	6%
O=C(NCc1ccc(Cl)cc1)c1cccc(NC(=O)c2ccccc2)c1	6.3%	10%	-8%	0%	70%
CCOC(=O)c1ccccc1NC(=O)CC1SC(=NC)N(C)C1=O (configuration not stated)	i	1%	-13%	-8%	-1%
Cc1cc(C)nc(N(C#N)C(C)C(=O)N(C)C)n1 (configuration not stated)	0.8%	4%	-2%	3%	9%
O=C(N/N=C/c1ccccn1)c1cc(-c2ccc(Br)s2)[nH]n1	1.9%	4%	2%	7%	?
O=C(N/N=C/C=C/c1ccc(Br)cc1)C(O)c1ccccc1 (configuration not stated)	0.2%	5%	5%	9%	27%
COc1ccc(CNC(=O)C(C)n2nc(C)c3c(C)n(-c4ccc(C)cc4)nc3c2=O)cc1 (configuration not stated)	i	5%	-2%	5%	27%
C[C@@H]1C=CC(=O)O[C@@H]1c1ccc(Cl)cc1	nt	nt	1%	-1%	46%
CSCCC(NS(=O)(=O)c1ccc2c(c1)oc(=O)n2C)C(=O)NCc1cccs1 (configuration not stated)	4.3%	-4%	1%	-3%	5%
CC[n+]1ccccc1/C=C1\Sc2ccc(C)cc2N1C	i	2%	-9%	7%	55%
CCOC(=O)Nc1ccc2c(c1)N(CCCN(C)C)c1ccccc1CC2	i	-11%	-6%	2%	31%
Cc1ccccc1N1CCN(C(=S)c2ccc(-c3cccc([N+](=O)[O-])c3)o2)CC1	2.7%	9%	5%	10%	27%
COc1ccc2nc(NC(=O)CCc3ccc(OC)c(OC)c3)sc2c1	1.1%	-6%	5%	-1%	30%
CCOC(=O)N1CCN(CC(=O)Nc2nnc(C(F)(F)F)s2)CC1	1.1%	-12%	9%	55%	?
CC(=O)Nc1ccc(S(=O)(=O)N(CC(=O)O)Cc2ccccc2)cc1	1.2%	-15%	-2%	-4%	-8%
Cc1cc(NC(=O)CSc2nnc(C)n2C)no1	2.6%	-3%	7%	29%	-3%
Cc1ccc(NC(=O)N2CCN(C(=O)c3ccco3)CC2)cc1Cl	1.2%	-3%	-5%	4%	7%
Cc1nn(-c2ccccc2)c(C)c1C(=O)OCC(=O)NC(=O)NC1CCCCC1	0.2%	-6%	-1%	-1%	6%
Cc1c(C(=O)N2CCN(c3ccccn3)CC2)cccc1[N+](=O)[O-]	0.3%	-3%	15%	4%	1%
O=C(OCc1nc2ccccc2s1)c1cccc(S(=O)(=O)N2CCOCC2)c1	8.7%	10%	-1%	-4%	25%
CCCc1ccc(-c2cc(NC(=O)CSc3n[nH]c(N)n3)n(-c3ccccc3)n2)cc1	i	4%	-12%	54%	17%
OCC#CC[N+]1(CC#Cc2ccccc2)CCOCC1	1.2%	13%	-3%	1%	-2%
Cc1csc(SC(C)C(=O)Nc2ccc(S(=O)(=O)N3CCCC3)cc2)n1 (configuration not stated)	2.2%	2%	9%	-2%	1%
Cc1ccc(S(=O)(=O)NC(CC(C)C)C(=O)N2CCOCCOCCOCCOCC2)cc1 (configuration not stated)	i	-4%	13%	4%	-11%
CSc1nnc(-c2sc3cc(Cl)ccc3c2Cl)n1C	8.1%	-5%	-1%	2%	5%
COC(=O)C(Cc1ccccc1)NC(=O)CNC(=O)c1ccc(Br)cc1 (configuration not stated)	i	-3%	2%	61%	31%
Cc1ccc(/C=C2\SC(=S)N(C3CCS(=O)(=O)C3)C2=O)cc1 (configuration not stated)	0.1%	-4%	-20%	7%	32%
CCOC(=O)CC12CN3CN(C1)CC(CC(=O)OCC)(C3)C2=O	i	-10%	4%	3%	4%
CSc1sc(-c2nnc(SCC(=O)Nc3ccccc3)n2C)c2c1C=CCC2	3.9%	nt	-5%	13%	0%
COc1c(C(=O)Nc2ccc3[nH]c(=O)[nH]c3c2)cc2ccccc2c1Br	1.1%	1%	15%	-11%	-13%
Cc1cc(C)c2c(CN3CCOCC3)cc(=O)oc2c1	0.8%	-1%	1%	-5%	-6%
Cc1ccc(S(=O)(=O)N2CCCCC2CCNC(=O)C(=O)Nc2ccccc2F)cc1 (configuration not stated)	i	0%	10%	1%	-3%
Cc1ccc(S(=O)(=O)NCc2ccc(N3CCN(C(=O)OC(C)(C)C)CC3)cc2)cc1	2.3%	-4%	-4%	-1%	29%
COc1cc(C#Cc2c(-c3cncn3C)n(C)c3ccc(-c4ccc5[nH]ccc5c4)cc23)cc(OC)c1	0.7%	5%	nt	?	24%
CS(=O)(=O)N(CC(=O)Nc1ccccc1C(=O)NCc1ccco1)c1ccccc1F	2.0%	-8%	0%	3%	13%
COc1ccc(NC2CCCN(Cc3cccc4cnccc34)C2)cc1OC (configuration not stated)	i	11%	-1%	2%	2%
O=C1NC(=NCc2ccccc2)NC1(c1ccccc1)c1ccccc1	3.1%	-1%	nt	nt	nt
Nc1nc(SCC(=O)c2cccc([N+](=O)[O-])c2)n[nH]1	1.3%	-14%	-7%	2%	-3%
The results go on:
SMILES	VEEV TC-83 Vero	influenza NS1A	Salmonella PhoP GFP	M. tuberculosis HTS	M. tuberculosis	others
CC1(C)Oc2ccc3ccc(=O)oc3c2/C(=C/Nc2ccccn2)C1=O	2.5%	-7%	4%	2%	52%
O=S(=O)(NCCc1c[nH]c2ccccc12)c1ccccc1	0.5%	-2%	-2%	11%	0%
CCc1nc(SCc2ccc(C(=O)OC)o2)n[nH]1	0.6%	1%	-3%	-5%	-6%
Cc1ccc(CNC(=O)c2cc3cc(Br)ccc3oc2=N)cc1	2.5%	7%	-2%	3%	?
COc1ccc(CCNS(=O)(=O)c2ccc3c(c2)OCCO3)cc1OC	1.8%	20%	9%	-5%	3%
Cc1noc(N)c1C1(O)C(=O)Nc2c(Cl)cc(Cl)cc21 (configuration not stated)	i	-3%	0%	-6%	-1%
COc1ccc(OC)c(C(c2nnnn2Cc2ccccc2)N2CCN(C3CCCCC3)CC2)c1 (configuration not stated)	0.5%	-1%	0%	-7%	8%
O=C(Nc1ccc(S(=O)(=O)Nc2nccs2)cc1)c1cccc(N2C(=O)c3ccccc3C2=O)c1	0.6%	-11%	-21%	3%	25%
COc1ccccc1C(=O)NCCCNC(=O)c1ccccn1	2.1%	8%	5%	-2%	-6%
CC(=O)c1ccc(NC(=O)C(C)OC(=O)c2ccc(Br)o2)cc1 (configuration not stated)	i	0%	nt	-3%	36%
O=C(/C=C/c1ccccc1)Oc1coc(CSc2ncccn2)cc1=O	8.1%	-11%	-9%	-3%	56%
CCn1c(=O)cc(OCC(=O)NCc2ccco2)c2ccccc21	3.6%	3%	-1%	-11%	10%
Cc1cc(C)c(C#N)c(SCC(O)CS(=O)(=O)Cc2ccccc2)n1 (configuration not stated)	i	-12%	-9%	7%	4%
O=C(NC1CCCCC1)C1CC(=O)N(CCc2ccc(F)cc2)C1 (configuration not stated)	i	18%	7%	4%	9%
COc1ccc(NC(=O)CSc2nc3c(c(-c4cccs4)c2C#N)CN(C)CC3)cc1OC	i	6%	1%	5%	9%
CC(C)(C)c1nnc2cccc(Cl)n12	2.3%	-15%	-14%	0%	2%
c1ccc(-c2ccccc2OCCOCCN2CCNCC2)cc1	i	-4%	6%	-6%	8%
N#Cc1c2nc3ccccc3nc2n2cc(NC(=O)c3ccc(F)cc3)ccc12	i	13%	nt	nt	nt
O=C(O/N=C\c1ccc(N2CCOCC2)c([N+](=O)[O-])c1)c1ccc(F)cc1	0.0%	20%	-6%	0%	22%
O=C(Nc1cccc(O)c1)c1ccc(C(=O)c2ccccc2)o1	0.9%	6%	-1%	6%	?	VEEV TC-83 Vero 10K pilot screen=2.5

Continued, overlapping the part above by 5 compounds.
SMILES	VEEV TC-83 Vero	influenza NS1A	Salmonella PhoP GFP	M. tuberculosis HTS	M. tuberculosis	others
CC(C)(C)c1nnc2cccc(Cl)n12	2.3%	-15%	-14%	0%	2%
c1ccc(-c2ccccc2OCCOCCN2CCNCC2)cc1	i	-4%	6%	-6%	8%
N#Cc1c2nc3ccccc3nc2n2cc(NC(=O)c3ccc(F)cc3)ccc12	i	13%	nt	nt	nt
O=C(O/N=C\c1ccc(N2CCOCC2)c([N+](=O)[O-])c1)c1ccc(F)cc1	0.0%	20%	-6%	0%	22%
O=C(Nc1cccc(O)c1)c1ccc(C(=O)c2ccccc2)o1	0.9%	6%	-1%	6%	?	VEEV TC-83 Vero 10K pilot screen=2.5
COc1ccc(C)cc1NC(=O)CNC(C)C(=O)Nc1cc(Cl)ccc1Cl (configuration not stated)	1.0%	-3%	-5%	-3%	6%
N#Cc1cc2c(N)c(C(=O)Nc3ccccc3)sc2nc1N	nt	nt	-9%	-4%	24%
COc1ccc2nc3ccccc3nc2c1NC(=O)c1ccc(Cl)cc1	0.8%	-5%	-1%	-3%	-4%
Cc1ccccc1OCc1nnc(SCC(=O)O)n1-c1ccccc1	i	0%	1%	-7%	-1%
CCN(C(=O)COC(=O)c1cnccn1)c1cccc2ccccc12	1.0%	-5%	nt	4%	-4%

Arranged by SMILES length (largest number first): part of the list above.
SMILES	VEEV TC-83 Vero	influenza NS1A	Salmonella PhoP GFP	M. tuberculosis HTS	M. tuberculosis	others
COc1ccc(C)cc1NC(=O)CNC(C)C(=O)Nc1cc(Cl)ccc1Cl (configuration not stated)	1.0%	-3%	-5%	-3%	6%
COc1ccc2nc3ccccc3nc2c1NC(=O)c1ccc(Cl)cc1	0.8%	-5%	-1%	-3%	-4%
CCN(C(=O)COC(=O)c1cnccn1)c1cccc2ccccc12	1.0%	-5%	nt	4%	-4%
N#Cc1cc2c(N)c(C(=O)Nc3ccccc3)sc2nc1N	nt	nt	-9%	-4%	24%
